Screening results deposited in PubChem BioAssay by Broad Institute.
PGC1a acetyl inh = lowers PGC1a acetylation signal in U2OS cells; AlphaScreen anti-acetyl-lysine; with virally co-expressed GCN5 acetyltransferase; inhibition, % at 15.6 µM; hit rate 0.17% among 350,000;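 active = every replicate shows inhibition of at least 40%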;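 also: 0% = neutral control wells and 100% = positive control wells; some results beyond the cut were filed as inactive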
miR122 inh = blocks miR-122 activity in Huh7 sensor cells. Huh7 miR-122 Renilla luciferase sensor, 48 h; neutral wells = 0, positive control = 100. activation (reporter increase), % at 12.5 µM. hit rate 0.3% among 340,000. AID 602342;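 active = mean replicate activation score at least 90 and every replicate individually at or above 90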;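 also: higher luciferase means less miR-122 activity so hits act as miR-122 inhibitors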
F508del corr = correctors of CFTR F508del function in bronchial epithelial cells | CFBE cells, YFP halide quenching; stimulated with forskolin plus potentiator P3; % fluorescence drop versus neutral controls | hit rate 0.36% among 350,000 | activity (quench increase), % at 7.58 µM;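 active = mean added fluorescence quench of at least 8% versus neutral control, with both replicates also reaching 8%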;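 also: cells transiently co-express mutant CFTR-F508del with the halide-sensitive YFP; corrector assay measuring rescue of mutant channel to the surface after 24 h compound exposure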
PglD inh = blocks C. jejuni PglD acetyltransferase activity; purified PglD enzyme, DTNB colorimetric CoA detection; inhibition, % at 12.5 µM; hit rate 0.098% among 360,000; AID 602405; in the data active = inhibition above about 16%, passing the limit was not always enough; also: strong numbers were not always called active
C2C12 statin = suppression of simvastatin myotoxicity; C2C12 myotubes + simvastatin, ATP luminescence, 48 h; scaled: DMSO 0, geranylgeraniol control 100; hit rate 0.78% among 330,000; AID 602340; rescue of ATP level, % at 7.49 µM;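 active = mean ATP rescue above about 67%, or every replicate alone reaching that limit, limit read from the data, passing the limit was not always enough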;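 also: myotubes were challenged with 10 µM simvastatin during compound exposure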
GSIS activator = primary screen for activators of insulin secretion dependent on glucose, INS-1E cells, GLuc reporter luminescence; INS-1E GLuc reporter insulin secretion, 2-3 h; activation, % at 16.6 µM; hit rate 0.61% among 370,000;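 active = lowest replicate activation of at least 40%, so every replicate reaches that level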;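 also: 0% = median of neutral control wells and 100% = median of IBMX positive control wells; some compounds called inactive have numbers as strong as hits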
Cneo AK release = causes C. neoformans cell lysis; hit rate 0.2% among 360,000; adenylate kinase release luminescence, 4 h; normalised: neutral wells 0, clomiphene wells 100; lysis activity, % at 15 µM;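 active = mean lysis activity across replicates of at least 80%, whatever share of replicates individually reach that level; inactive = mean lysis activity below 80%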
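Material – log-phase Cryptococcus neoformans yeast cells · Input – 5 × 10^6 yeast cells/mL · Medium – fresh YPD growth medium · Doses – single compound concentration per well · Timing – static 4 h at 37 °C with compound, 1 h detection · Detection – adenylate kinase release luminescence · Read-out – signal increase indicating cell lysis · Control set – Clomiphene as positive lysis control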
FN deposition inh = fibronectin deposition inhibition. hit rate 0.086% among 350,000. inhibition, % at 12.6 µM. AH1F fibroblasts, Alexa488-fibronectin deposition fluorescence, overnight;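 active = mean inhibition across replicates of 30% or more, regardless of how many single replicates reach that level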;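 also: positive control wells lacked labelled fibronectin entirely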
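Test system: AH1F fibroblast monolayer depositing Alexa488-labelled fibronectin into matrix. Input: 10000 cells per well. Technique: fluorescence, ex 485 nm, em 525 nm. Buffer or medium: DMEM plus 2% serum, read in PBS. Timing: 1 h cell adhesion before compound, then overnight fibronectin incubation. Compound: single dose, pinned. Read-out basis: inhibition from reduced deposited-fibronectin fluorescence.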
Active calls of the source: *; · = no result given; & = joins results of further samples; ! = repeats disagree; [ ] = another dose, or the depositor's remark. Rows were taken by chance, and some 2.1% of all compounds hit somewhere here.

SMILES	PGC1a acetyl inh	miR122 inh	F508del corr	PglD inh	C2C12 statin	GSIS activator	Cneo AK release	FN deposition inh
CN1C(=O)c2cc(NC(=O)c3cccc(C(F)(F)F)c3)ccc2OC[C@@H]2O[C@@H](CC(=O)NCCN3CCCC3)CC[C@H]21	1	25[16.7 µM]	0.4	3	-2	3	-1	1
COc1ccc(/C=C(/C(=O)NCc2ccccc2)c2ccccc2)cc1	-16	·	-2.3	·	·	-10	·	0
Cc1ccccc1CC1(CO)CCCN(Cc2ccn[nH]2)C1 (stereo not drawn)	11	3	0.2	-6	0	24	-5	-9
NC(=O)c1ccsc1NC(=O)C1CCCN1S(=O)(=O)c1ccc(Cl)cc1 (stereo not drawn)	-16	-11	·	-5	20	·	6	·
C[C@H](CO)N1C[C@H](C)[C@@H](CN(C)Cc2ccccc2)Oc2c(NC(=O)C3CC3)cccc2C1=O	-34&-26	91*!	0.1&0.9	0&-1	7&11	-6	-5&0	0
Cn1c(-c2ccccc2)c(/C=N/NC(=O)c2cccnc2)c2ccccc21	-16	10	-1.6	·	·	-2	·	6
CC(C)Oc1ccc(Cl)cc1Nc1nc(NCCO)nc(N2CCCC2)n1	·	·	4.8	-3	4	·	1	8
Cc1ccc(S(=O)(=O)N(C)C[C@@H]2Oc3ncc(C#CC4(O)CCCC4)cc3C(=O)N([C@H](C)CO)C[C@@H]2C)cc1	0	-9[16.7 µM]	-3.7	-2	3	1	0	-4
CCCC(c1nnnn1CS(=O)(=O)c1ccc(C)cc1)N1CCN(C2CCCC2)CC1 (stereo not drawn)	20	1	2.5	0	-19	10	1	-9
COc1ccc(NC(=O)Nc2cccc3c2O[C@H](CN(C)S(=O)(=O)c2c(C)noc2C)[C@@H](C)CN([C@H](C)CO)C3=O)cc1	·	·	0.1	1	-8	·	-1	-3
CC(=O)Nc1cccc(C(=O)OCc2ccccc2)c1	7	3	·	7	-3	·	-8	-14
Cc1ccc(-c2cc3nc(C)cc(C)n3n2)cc1	·	1	-2.5	-4	-3	-3	-4	2
Cc1ccc(NC(=O)CN2C(=O)NC(C)(CC(C)C)C2=O)cc1F (stereo not drawn)	-1	18	2.5	0	-34	-21	2	4
CN(C)C(=O)N1CCC(C(=O)NCc2cccs2)CC1	1	·	-0.8	-6	2	1	1	·
COC(=O)CN(C(=S)Nc1ccc(Cl)cc1)C1CC(=O)N(c2ccc(OC)cc2)C1=O (stereo not drawn)	-21	1	·	1	-5	-24	1	7
N#CCCN(C(=O)COC(=O)c1ccc(S(=O)(=O)N2CCCCCC2)cc1)c1ccccc1	8	·	-1.5	1	-12	7	0	-5
COc1ccc(NC(=O)CN2C(=O)NC(C)(c3ccc4c(c3)OCO4)C2=O)cc1S(N)(=O)=O (stereo not drawn)	0	-5	-4.1	0	-9	-5	6	-5
COc1ccc(Cl)cc1NC(=O)CCS(=O)(=O)c1ccc(C)cc1	1	1	0.0	-2	2	-25	-1	-3
COc1cc(C(=O)OCC(=O)NC2CC2)ccc1OCCC(C)C	0	-5	-0.3	-7	0	0	-2	-5
O=C(CCNS(=O)(=O)c1cccc2nsnc12)N1CC(=O)N(CCc2ccccc2)C(=O)C1	·	-18	·	-8	-7	·	0	-8

Of the compounds above, 2 contain fluorine:
SMILES	PGC1a acetyl inh	miR122 inh	F508del corr	PglD inh	C2C12 statin	GSIS activator	Cneo AK release	FN deposition inh
CN1C(=O)c2cc(NC(=O)c3cccc(C(F)(F)F)c3)ccc2OC[C@@H]2O[C@@H](CC(=O)NCCN3CCCC3)CC[C@H]21	1	25[16.7 µM]	0.4	3	-2	3	-1	1
Cc1ccc(NC(=O)CN2C(=O)NC(C)(CC(C)C)C2=O)cc1F (stereo not drawn)	-1	18	2.5	0	-34	-21	2	4

The listing picks up with the 2 entries that preceded the break.
SMILES	PGC1a acetyl inh	miR122 inh	F508del corr	PglD inh	C2C12 statin	GSIS activator	Cneo AK release	FN deposition inh
COc1cc(C(=O)OCC(=O)NC2CC2)ccc1OCCC(C)C	0	-5	-0.3	-7	0	0	-2	-5
O=C(CCNS(=O)(=O)c1cccc2nsnc12)N1CC(=O)N(CCc2ccccc2)C(=O)C1	·	-18	·	-8	-7	·	0	-8
C[C@H](O)C#Cc1ccc([C@@H]2[C@@H](CO)N3CCCCN(C(=O)c4ccc5c(c4)OCO5)C[C@H]23)cc1	3	2[16.7 µM]	-1.1	1	4	5	2	-11
CNC(=O)C[C@H]1CC[C@H]2[C@@H](COc3ccc(NC(=O)Nc4cc(C)cc(C)c4)cc3C(=O)N2C)O1	-5	5[16.7 µM]	1.1	·	4	7	·	-3
CNc1ncnc2c1ncn2[C@H]1CN(Cc2cccc3ccccc23)C[C@@H](CO)O1	-4	0	-1.2	4	4	10	-1	-3
COc1cc(OC)cc(C(=O)N2CCCc3ccccc32)c1	-16	·	-2.4	1	-43	49	-1	·
COc1ccc(C(=O)c2c[nH]c3ccccc23)cc1	3	2	·	0	-31	2	-8	·
COc1ccc(S(=O)(=O)N(C)C[C@H]2OCCCC[C@@H](C)Oc3ccc(NC(=O)Nc4cccc5ccccc45)cc3C(=O)N([C@H](C)CO)C[C@@H]2C)cc1	5	34[16.7 µM]	-1.1	1	·	10	3	·
CCOc1ccc(CCN2C(=S)N([C@@H](Cc3ccc(O)cc3)CN3CCC[C@@H]3CN3C(=S)NC[C@@H]3Cc3ccccc3)C[C@@H]2Cc2ccccc2)cc1	-9	-7	3.0	2	-24	-14	2	3
O=C(Nc1cccc(F)c1)N1C[C@@H]2[C@H](c3ccccc31)[C@H](CO)N2C(=O)C1CCOCC1	9	-25[16.7 µM]	2.6	0	-7	-13	-4	·
OCCOCCn1c(CCNc2nc(-c3ccc(Cl)cc3)cs2)nc2cc(Cl)c(Cl)cc21	·	6	-0.1	4	0	0	-5	-3
CC(C)NC(=O)N[C@@H]1C=C[C@H](CC(=O)NCCN2CCCC2)O[C@@H]1CO	2	·	-0.5	1	-7	4	2	5
CC(NC(=O)CNC(=O)[C@@H]1Cc2ccccc2CN1)c1ccccc1 (stereo partly drawn)	-9	-9	-1.5	1	5	13	0	3
O=C(Nc1cccc(F)c1)Nc1c[nH]c(=O)[nH]c1=O	3	-7	-1.7	0	0	5	2	-8
CC(C)CN(C(=O)CN1C(=O)NC(c2ccccc2)(c2ccccc2)C1=O)C1CCS(=O)(=O)C1 (stereo not drawn)	0	-5	3.5	1	2	-1	0	11
COC(CNC(=O)c1ccc(-n2c(=S)[nH]c3ccccc3c2=O)cc1)OC	·	-6	-1.3	2	9	19	0	-9
c1ccc(-c2ccc(OCCN3CCOCC3)cc2)cc1	·	-5	0.7	-4	-6	-1	-5	-2
CN1C(=O)NC(c2ccc(O)cc2)C(C(=O)c2cccs2)C1(O)C(F)(F)F (stereo not drawn)	2	-4	3.0	2	14	6	6	·
CCc1cc(=O)oc2cc(OCC(=O)N3CCC(C(=O)O)CC3)ccc12	4	-11	-2.8	-1	0	13	-2	·
COc1ccc(C(=O)NNC(=S)NC(=O)c2cccc([N+](=O)[O-])c2)cc1	-2	-4	1.3	3	·	-13	-5	-8
C[C@@H]1CN([C@@H](C)CO)S(=O)(=O)c2ccc(-c3cccc(C(=O)N(C)C)c3)cc2O[C@H]1CN(C)C(=O)Cc1ccccn1	7	·	2.4	2	5	-5	-14	-11
Cc1ccn(CCNC(=O)C2CCC(=O)N(CCc3ccc(Cl)cc3)C2)n1 (stereo not drawn)	8	3	0.4	5	-3	-17	5	4
Cc1cccc(N2CCN(S(=O)(=O)c3ccc4c(c3)C(C)(C)C(=O)N4C)CC2C)c1 (stereo not drawn)	-7	-1	2.5	-3	9	-29	-1	-1
O=C(Cc1cccs1)Nc1nc(-c2ccc(F)cc2F)cs1	-32	16	·	-2	21	-34	-1	·
CO[C@H]1CN(C)C(=O)c2ccc(NC(=O)Nc3cc(F)ccc3F)cc2OC[C@H](C)N(C(=O)c2ccccn2)C[C@@H]1C	-2	·	-1.6	·	·	-6	·	-3
O=C(Nc1nc(-c2ccc(S(=O)(=O)N3CCCC3)cc2)cs1)c1ccco1	3	-10	·	·	·	·	4	4
O=C(OCC(=O)N1CCN(c2ccccc2)CC1)c1ccc([N+](=O)[O-])s1	·	·	2.9	0	3	6	-5	-2
CC(C)(C)c1ccc(NC(=O)c2ccc3c(c2)S(=O)(=O)c2ccccc2C3=O)cc1	·	·	2.8	0	-9	0	-4	-1
O=C(COC(=O)c1cccc(N2C(=O)c3ccccc3C2=O)c1)Nc1ccccc1	-8	-7	·	-4	-2	-9	-1	12
CCOC(=O)c1ccc(NS(=O)(=O)c2c(C)n[nH]c2C)cc1	1	1	-0.6	-5	-1	·	1	1
O=C(CNC(=S)N(Cc1ccccc1)Cc1cccnc1)NCCN1CCOCC1	1	·	0.5	·	·	12	·	-4
COc1ccccc1CCC(=O)OC(C)C(=O)Nc1c(C)n(C)n(-c2ccccc2)c1=O (stereo not drawn)	·	·	-0.9	-1	-1	-1	0	-7

Single records, as listed above:
Shown for `O=C(Nc1nc(-c2ccc(S(=O)(=O)N3CCCC3)cc2)cs1)c1ccco1` = PGC1a acetyl inh: 3; miR122 inh: -10; F508del corr: ·; PglD inh: ·; C2C12 statin: ·; GSIS activator: ·; Cneo AK release: 4; FN deposition inh: 4
Shown for `O=C(CNC(=S)N(Cc1ccccc1)Cc1cccnc1)NCCN1CCOCC1` = PGC1a acetyl inh: 1; miR122 inh: ·; F508del corr: 0.5; PglD inh: ·; C2C12 statin: ·; GSIS activator: 12; Cneo AK release: ·; FN deposition inh: -4

(cont.)
SMILES	PGC1a acetyl inh	miR122 inh	F508del corr	PglD inh	C2C12 statin	GSIS activator	Cneo AK release	FN deposition inh
C[C@H](CO)N1C[C@H](C)[C@@H](CN(C)C(=O)C2CC2)Oc2ncc(C#Cc3ccccc3)cc2C1=O	1	24[16.7 µM]	-2.9	-2	12	-6	-3	9
CN(C)CCCNC(=O)c1ccc2[nH]c3ccccc3c2c1	-6	19	·	4	-3	·	-1	5
CCNC(=O)C[C@H]1CC[C@H]2[C@H](COc3ccc(NC(=O)C4CCOCC4)cc3C(=O)N2C)O1	10	3[16.7 µM]	-0.8	9	15	7	58	-1
CN1CCC(N(C)S(=O)(=O)c2ccc(NC(=O)COc3ccc(F)cc3Cl)cc2)CC1	·	4	-0.8	-1	3	-5	-1	4
CCc1c(C)nc(SCC(=O)NC2CCCC2)[nH]c1=O	8	-3	-2.4	-10	6	0	-2	9
COc1ccccc1/C=C1\SC(=S)N(NS(=O)(=O)c2ccc(C)cc2)C1=O	·	-1	4.1	-9	-6	-10	1	-2

Another view of four compounds above:
| SMILES | PGC1a acetyl inh | miR122 inh | F508del corr | PglD inh | C2C12 statin | GSIS activator | Cneo AK release | FN deposition inh |
| --- | --- | --- | --- | --- | --- | --- | --- | --- |
| C[C@H](CO)N1C[C@H](C)[C@@H](CN(C)C(=O)C2CC2)Oc2ncc(C#Cc3ccccc3)cc2C1=O | 1 | 24[16.7 µM] | -2.9 | -2 | 12 | -6 | -3 | 9 |
| CN(C)CCCNC(=O)c1ccc2[nH]c3ccccc3c2c1 | -6 | 19 | · | 4 | -3 | · | -1 | 5 |
| CCNC(=O)C[C@H]1CC[C@H]2[C@H](COc3ccc(NC(=O)C4CCOCC4)cc3C(=O)N2C)O1 | 10 | 3[16.7 µM] | -0.8 | 9 | 15 | 7 | 58 | -1 |
| CN1CCC(N(C)S(=O)(=O)c2ccc(NC(=O)COc3ccc(F)cc3Cl)cc2)CC1 | · | 4 | -0.8 | -1 | 3 | -5 | -1 | 4 |
